Bioassay records from PubChem BioAssay.
p53 reactivator: qHTS assay for re-activators of p53 using a Luc reporter; H1299 p53-A138V BP100-luciferase reporter, luminescence, 24 h; Potency, µM (top dose mostly 92.2 µM), inactives show top-dose activity change, positive = activation, usual class: activators; 0.063% of 320,000 active; AID 504706, 2011; also: potency is read from the fitted curve at half-maximal effect; % of control where 0% means no effect; nearly all actives have a fitted effect of over 45% in size
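p53-null H1299 cells stably carrying temperature-sensitive p53-A138V and a BP100-luciferase reporter were pinned with compounds (4-point, 1:5 series) and held 24 hrs at 37 deg C. Luminescence was read 10 min after detection reagent.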
Giardia killer: Small Molecules that selectively kill Giardia lamblia: qHTS; 0.15% of 340,000 active; activity change, % at 7.66 µM, hits read low; AID 540267, 2011; Giardia lamblia trophozoite viability; in the data active = activity change below about -80%; inconclusive = between about -30% and that limit;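 also: parasites exposed to compound for two days anaerobically before the ATP read; % is scaled to controls: 0 for no effect and ±100 for the full control effect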
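ATP-content bioluminescence gauges trophozoite survival. Cells (100/well) receive compound and incubate anaerobically for 48 hrs at 37 deg C; detection reagent follows for 15-30 min at room temperature.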
VP16 counter: VP16 counterscreen qHTS for inhibitors of ROR gamma transcriptional activity | Drosophila S2 Gal4-VP16 UAS-luciferase, luminescence, 20 h | Potency, µM (series often up to 53.6 µM), for the others: top-dose activity, negative = inhibition, actives largely listed as inhibitors | 3.5% of 310,000 active | AID 2546, 2010;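 also: Gal4-VP16 expression switched on by copper sulfate through the metallothionein promoter; potency is read from the fitted curve at half-maximal effect; % is scaled to controls: 0 for no effect and ±100 for the full control effect; nearly all actives have a fitted effect of over 50% in size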
BRCA1 expr act: qHTS Assay to Identify Small Molecule Activators of BRCA1 Expression; Potency, µM (doses to about 46.1 µM), without a hit: at the highest dose activation, actives largely listed as activators; 1.1% of 380,000 active; MCF7-BRCA1-FFLuc reporter, luminescence, 48 h; response scale: scaled: vehicle 0%, 10 µM genistein 100%; also: potency is read from the fitted curve at half-maximal effect; nearly all actives have a fitted effect of over 80% in size; some results filed as inactive show a strong effect at the top dose
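Reporter cells (MCF7, BRCA1 promoter-firefly luciferase) received library compounds across a concentration series for 48 h. End-point luminescence was measured and concentration-effect curves derived after normalization.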
Rab9 prom act: qHTS Assay for Rab9 Promoter Activators. Huh7 Rab9 promoter-luciferase reporter, luminescence, 24 h. Potency, µM (top dose mostly 9.22 µM), inactives show top-dose activation, negative = inhibition, usual class: activators. 2.8% of 320,000 active. AID 485297, 2010; also: potency is read from the fitted curve at half-maximal effect; % of control where 0% means no effect; nearly all actives have a fitted effect of over 60% in size
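Luminescence from Amplite-detected luciferase (10 minutes, ambient) reports Rab9 promoter activation. Before that, stable Rab9-luciferase Huh7 cells (1500/well, reduced-serum OP-MEM I plus 10% FBS) were exposed to compound for 24 hours at 37C.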
Menin MLL FP TR: qHTS Assay for Inhibitors Targeting the Menin-MLL Interaction in MLL Related Leukemias: Competition With Texas Red Labeled MLL-derived Mutant Peptide; O00255; Menin + Texas Red MLL mutant peptide, fluorescence polarization; Potency, µM (series often up to 61.6 µM), inactives show top-dose FP activity change, negative = inhibition, actives largely listed as inhibitors; 0.23% of 270,000 active; AID 1768, 2009; active = well fitted inhibition curve with a large enough effect in the polarisation, with a control signal flat, not every such curve was filed as active; inconclusive = small, poorly fitted or top-dose-only effect, or effect the other way, or a change in a side signal; inactive = no such curve, though single readings can be large or run the other way; the % refers to the polarisation; also: potency is read from the fitted curve at half-maximal effect; % of control where 0% means no effect; many of its hits are not listed in these tables
Target sequence (O00255 whole entry, looked up): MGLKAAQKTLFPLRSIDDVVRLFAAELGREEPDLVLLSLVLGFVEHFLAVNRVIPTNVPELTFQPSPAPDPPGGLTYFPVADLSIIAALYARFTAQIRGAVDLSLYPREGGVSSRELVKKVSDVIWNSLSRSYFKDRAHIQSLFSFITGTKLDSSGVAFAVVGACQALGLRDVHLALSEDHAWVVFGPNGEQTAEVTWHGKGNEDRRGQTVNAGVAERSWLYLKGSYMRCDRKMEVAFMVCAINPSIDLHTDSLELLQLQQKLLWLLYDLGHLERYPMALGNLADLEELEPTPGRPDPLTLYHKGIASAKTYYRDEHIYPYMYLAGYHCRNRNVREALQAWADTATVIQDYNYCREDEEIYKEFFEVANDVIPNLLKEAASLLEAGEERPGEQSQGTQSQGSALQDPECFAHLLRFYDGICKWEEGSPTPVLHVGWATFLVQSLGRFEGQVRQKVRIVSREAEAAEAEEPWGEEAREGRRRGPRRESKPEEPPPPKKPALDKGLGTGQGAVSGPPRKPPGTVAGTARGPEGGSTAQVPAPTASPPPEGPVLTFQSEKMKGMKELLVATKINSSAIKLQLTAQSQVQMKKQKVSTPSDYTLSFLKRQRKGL
FLuc counter: qHTS profiling assay for firefly luciferase inhibitor/activator using purifed enzyme and Km concentrations of substrates (counterscreen for miR-21 project); Luciferin 4-monooxygenase (Photinus pyralis), P08659; AID 588342, 2011; Potency, µM (titrated, usually from 57.5 µM), without a hit: top-dose activity change, negative = inhibition, actives largely listed as inhibitors; 6.9% of 360,000 active; purified FLuc, Km substrates, luminescence inhibition;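 also: potency is read from the fitted curve at half-maximal effect; plate controls were vehicle for no effect and reference inhibitor for full effect; nearly all actives have a fitted effect of over 55% in size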
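Purified P. pyralis luciferase (10nM final) with 10uM D-luciferin and 10uM ATP (Km levels) in 50mM Tris acetate pH 7.5, 10mM Mg acetate, 0.01% Tween-20, 0.05% BSA; qHTS 6-point titration, ~60 µM downward; luminescence read.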
ELG1 genotoxic: qHTS screen for small molecules that induce genotoxicity in human embryonic kidney (HEK293T) cells expressing luciferase-tagged ELG1; HEK293T ELG1-luciferase reporter, luminescence, 16 h; Potency, µM (series often up to 46 µM), for the others: at the top dose activity change, positive = activation, usual class: activators; 1.3% of 330,000 active; also: potency is read from the fitted curve at half-maximal effect; % of control where 0% means no effect; nearly all actives have a fitted effect of over 60% in size
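ELG1-luciferase HEK293T cells, 2,000/well; compound pinned in; 16 hr, 37 °C, 5% CO2; ONE-Glo, 30 min RT; luminescence on CCD imager.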
PKM2 act: qHTS Assay for Activators of Human Muscle isoform 2 Pyruvate Kinase; Potency, µM (doses to about 57.5 µM), without a hit: at the highest dose activation, most hits filed as activators; purified PKM2, Kinase-Glo ATP luminescence, activation; response scale: 0% is enzyme alone, no compound; 0.34% of 260,000 active; Pyruvate kinase PKM (Homo sapiens), P14618; also: potency is read from the fitted curve at half-maximal effect; % is scaled to controls: 0 for no effect and ±100 for the full control effect; nearly all actives have a fitted effect of over 55% in size
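ATP formation by purified human PK-M2, quantified via coupled luciferase luminescence after 1 h at room temperature with 0.1 mM ADP and 0.5 mM PEP final.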
NPC1 promoter act: qHTS Assay for NPC1 Promoter Activators; Huh7 NPC1 promoter luciferase reporter, 24 h; Potency, µM (highest dose often 9.22 µM), for inactives: top-dose activation, actives largely listed as activators; 2.4% of 320,000 active;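 also: potency is read from the fitted curve at half-maximal effect; % of control where 0% means no effect; nearly all actives have a fitted effect of over 60% in size; reporter is driven by a mutant NPC1 promoter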
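Quantitative HTS used a cell-based reporter: Huh7 cells stably bearing the NPC1 promoter upstream of luciferase were treated with compounds for 24 h, and promoter activation was read as luminescence.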
RORg inh: qHTS for inhibitors of ROR gamma transcriptional activity. Nuclear receptor ROR-gamma (Mus musculus), P51450. Drosophila S2 Gal4-RORgamma UAS-luciferase reporter, 20 h. Potency, µM (series often up to 53.6 µM), without a hit: top-dose activity change, negative = inhibition, most hits filed as inhibitors. 5.4% of 310,000 active; also: potency is read from the fitted curve at half-maximal effect; % is scaled to controls: 0 for no effect and ±100 for the full control effect; nearly all actives have a fitted effect of over 60% in size
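Using a luciferase readout, inhibitors were identified by reduced reporter activity in Drosophila cells coexpressing a copper-inducible Gal4–ROR gamma fusion and UAS-driven Photinus luciferase, incubated 20 hr after 700 uM copper sulfate.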
* = called active by the depositor; ? = inconclusive; nt = not tested or not shown; & = joins results of further samples; [ ] = dose if it differs, or a comment. Unless noted, calls follow the shape of the dose curve; as a rule, active = well fitted curve in the direction sought with a large enough effect; inconclusive = small, poorly fitted or top-dose-only effect, or another doubt; inactive = no such curve, though single readings can be large; an effect the other way counts as inactive or inconclusive. Not all compounds are listed. The share of hits here may be higher or lower than overall.

Values in the order: Menin MLL FP TR	NPC1 promoter act	p53 reactivator	BRCA1 expr act	RORg inh	Giardia killer	Rab9 prom act	PKM2 act	FLuc counter	ELG1 genotoxic	VP16 counter
> CCOc1ccc(-n2c(SCC(=O)Nc3ccccc3C)n[nH]c2=O)cc1
    1.9%	-1.4%	-2.9%	1.1%	5.9%	-6.5	-4.1%	-2.2%	0.5%	-1.3%	-2.2%
> COc1ccc(C)cc1NC(=O)c1nnn(Cc2cccc(F)c2)c1N
    22.8%	-3.5%	-0.3%	2.3%	-16.8%	35.9[activator]	-6.8%	-6.8%	-0.2%	?	-10.4%
> CCC(Oc1ccccc1)C(=O)N1CCC(C(N)=O)CC1 (centres undefined)
    4.6%	0.3%	?	13.2%	34.6%	4.5	-2.4%	4.5%	-18.1%	?	0.8%
> COc1cc(-c2nc(C)c(C(C)=O)n2O)ccc1OCC(=O)Nc1ccc(F)cc1
    1.5%	-3.2%	4.6%	-0.1%	13.6%	-10.0	-1.7%	-1.8%	?	-9.0%	-2.8%
> COC(=O)C(O)(NC(=O)NC(C)=O)C(F)(F)F (centres undefined)
    -11.8%	-2.9%	1.1%	18.9%	-17.3%	-3.9	0.7%	-0.4%	3.6%	9.5%	-5.0%
> CN1CCN(C(=O)c2cc3nc(-c4ccccc4)cc(-c4ccccc4)n3n2)CC1
    -2.7%	-8.5%	-4.1%	-7.9%	11.6%	10.6	-9.8%	2.9%	2.3%	-4.4%	3.6%
> Cc1cccc(-c2noc(CCC(=O)Nc3ccc(C(N)=O)cc3)n2)c1
    nt	-0.7%	-4.2%	-3.2%	-6.9%	10.8	1.6%	0.9%	-1.7%	?	-5.8%
> O=C(O)c1cc(C2CC2)nc2ccccc12
    0.1%&-11.8%	-2.0%	-2.6%	-12.0%	-28.5%&6.2%	-5.6	0.4%	-1.7%&0.6%	2.0%	2.5%	-10.1%&11.0%
> CC(C)CCN1C(=O)c2ccc(C(=O)NCC3CCCO3)cc2C1=O (centres undefined)
    14.9%	0.3%	0.8%	-37.9%	24.5%	-7.0	1.4%	6.0%	3.5%	0.6%	-2.1%
> Cc1ccc(CSC2=Nc3ccccc3C3=NC(CC(=O)NCc4ccco4)C(=O)N23)cc1 (centres undefined)
    ?	9.1%	?	19.7%	2.1%	1.7	-4.1%	29.4%	?	5.6%	4.2%
> CN(CC(=O)N1CCOCC1)C(=O)CSc1nc2ccccc2s1
    -2.5%	-1.1%	-2.8%	-10.6%	?	-6.3	-1.1%	-0.1%	-11.6%	1.8%	2.4%
> CCC(=O)c1cc2c(C)cc(=O)oc2c(C)c1OC
    -9.9%	-5.1%	-3.4%	1.6%	-7.6%	-0.2	-1.1%	-1.7%	2.1%	2.1%	-2.2%
> O=C(NCC(=O)N(CC1CCCO1)C1(C(=O)NC2CCCC2)CCCCC1)c1ccccc1 (centres undefined)
    11.7%	0.1%	4.7%	-10.2%	-0.3%	7.7	2.9%	3.2%	1.5%	-6.9%	-12.4%
> COc1ccc(CN2CCN(C(=O)C3CCN(S(=O)(=O)c4cccs4)CC3)CC2)c(OC)c1OC
    -19.0%	-5.0%	-0.5%	-10.5%	?	-2.4	-12.4%	-4.6%	-4.0%	-5.1%	-7.3%
> CC1Cc2ccccc2N1S(=O)(=O)c1cccc(C(=O)Nc2cccnc2)c1 (centres undefined)
    nt	-2.2%	-3.5%	-51.9%	45.3%	-23.6	?	-3.9%	3.5%	-8.4%	-8.6%
> CN1CCN(S(=O)(=O)c2cccc(C(=O)Nc3nc(-c4ccccc4)cs3)c2)CC1
    0.2%	10.3%	8.1%	-43.5%	13.6%	11.6	10.3%	-5.8%	-5.5%	4.0%	-16.0%
> Cc1ccc(Nc2nc(N)nc(CSCCO)n2)cc1
    -6.1%	?	?	89.1%	-5.8%	1.9	2µM*	-6.9%	23.9µM*	?	-3.4%
> Cc1ccc(/C=C/C(=O)O)cc1S(=O)(=O)N1CCc2ccccc21
    45.5%[activator]	0.0%	-0.6%	0.0%	-13.6%	-17.8	-2.1%	nt	0.7%	0.0%	-6.2%
> CCOC(=O)C1CCCN(C(=O)c2cc(CN3C(=O)c4ccccc4C3=O)ccc2OC)C1 (centres undefined)
    nt	-3.3%	-1.4%	-6.3%	nt	-6.3	-1.2%	nt	-1.8%	1.7%	nt
> C=C1CCN([C@@H](C)C(=O)OCc2cccc(C)c2)S(=O)(=O)c2ccccc21
    nt	-1.4%	0.9%	0.0%	?	-10.6	-2.7%	2.0%	-0.7%	-6.5%	?
> COCC(=O)Nc1cccc(Br)c1
    9.7%	-1.0%	-6.4%	0.5%	-18.4%	1.6	-7.9%	-4.7%	-2.4%	1.4%	-4.4%
> COc1ccc(N2CC(C(=O)NCCc3c[nH]c4ccccc34)CC2=O)cc1 (centres undefined)
    17.5%	-2.3%	-2.1%	-20.9%	0.3%	6.6	0.0%	-0.5%	-0.2%	0.4%	4.6%
> CCCCC(=O)Nc1ccc(C(=O)Nc2ccc(S(=O)(=O)Nc3nccc(C)n3)cc2)cc1
    ?	-3.1%	14.8%	-5.5%	36.1%	6.3	-1.2%	2.8%	-3.9%	3.3%	3.4%
> CCc1nnc(N2CCN(c3ncnc4c3oc3ccccc34)CC2)s1
    ?	-5.9%	0.5%	-56.0%	3.9%	14.4	1.9%	5.8%	-2.6%	-8.1%	3.8%
> CCc1ccccc1N(CC(=O)Nc1cccc(N(C)S(C)(=O)=O)c1)S(C)(=O)=O
    ?	-2.6%	-8.9%	-4.5%	40.0%	-5.6	-0.6%	4.5%	0.5%	-1.7%	?
> O=S(=O)(NCc1cc(-c2ccccc2)no1)c1ccccc1
    2.0%	-1.1%	-1.3%	0.0%	10.5%	4.6	1.8%	-4.0%	-9.7%	-1.1%	1.8%
> COc1cc(CCCN2CCNC[C@@H]2Cc2ccccc2)cc(OC)c1OC
    nt	0.1%	-0.4%	-0.2%	nt	?	0.3%	nt	-1.2%	-1.6%	nt
> COCCCNC(=O)c1c(N)n(/N=C/c2cccs2)c2nc3ccccc3nc12
    8.5%	-3.7%	2.4%	-33.7%	-29.3%	-1.1	-2.7%	-11.3%	0.1%	1.6%	-10.2%
> COc1ccc(S(=O)(=O)Nc2cccc(S(=O)(=O)N3CCCC3)c2)cc1OC
    nt	3.7%	-4.9%	10.5%	nt	-5.3	-9.1%	nt	2.9%	-2.4%	nt
> COc1ccc(CN(CC(=O)NCc2ccc(F)cc2)C(=O)CCC(=O)Nc2ccccn2)cc1
    -10.0%	-3.1%	-0.8%	-26.4%	10.6%	6.4	-5.9%	-0.3%	1.2%	-8.2%	17.6%
> CCCCn1c(N)c(N(CC)C(=O)c2cc(OC)cc(OC)c2)c(=O)[nH]c1=O
    9.8%	0.9%	0.0%	-8.9%	3.0%	-12.6	7.5%	10.9%	-3.4%	3.1%	-9.6%
> CC(C)NC(=O)C(c1ccc(F)cc1)N(C(=O)CCC(=O)Nc1ccccn1)c1ccccc1F (centres undefined)
    3.3%	-5.9%	-0.8%	0.1%	6.0%	-4.9	0.3%	7.1%	0.6%	0.6%	-8.2%
> COc1ccc(CNC(=O)CSc2nnc(NC(=O)c3ccccc3F)s2)cc1
    ?	3.16µM*	29.4%	77.3%	-0.7%	-28.7	2.24µM*	-7.0%	10.7µM*	?	21.6%
> O=C(NC1CCCC1)C1CCC(=O)N1C1CCCCC1 (centres undefined)
    3.7%	0.8%	1.2%	-6.3%	1.7%	5.3	1.8%	-7.2%	-4.8%	3.9%	-4.3%
> COc1cccc(NC(=O)CCC(=O)Nc2ccc3nc(N4CCOCC4)cc(C)c3c2)c1
    29.1%	?	?	80.9%	7.7%	11.1	2.51µM*	-6.7%	6.01µM*	13.0%	2.3%
> COc1ccc(-c2cc(C(F)(F)F)nc(SCCC(=O)NCc3ccccc3)n2)cc1
    nt	-1.7%	-1.1%	-32.2%	-18.6%	13.3	-2.9%	1.4%	-0.7%	6.4%	?
